Screening results: PubChem, National Center for Advancing Translational Sciences (NCATS)
aSyn rescue – qHTS of alpha-syn Inhibitors | 370,000 tested, 0.14% active | Yeast expressing alpha-synuclein, growth rescue, BacTiter-Glo, 24 h | AID 652106, 2013 | Potency, µM (doses to about 46.1 µM), inactives show at the top dose growth rescue (activation), usual class: activators; note: potency is the fitted concentration of half-maximal effect; % of control where 0% means no effect; nearly all actives have a fitted effect of over 65% in size
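Readout is rescue of growth in alpha-synuclein-expressing yeast, so inhibitors of toxicity appear as activators. Growth after 24 hr at 30 deg C in galactose medium is quantified by luminescence.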
FUS suppressor – qHTS for Suppressors of FUS Proteinopathy: Primary screen using FUS-linked yeast assay | S. cerevisiae FUS-expressing, growth rescue, OD600, 24 h | Potency, µM (titrated, usually from 76.6 µM), for the others: top-dose growth rescue (activation), hits mostly activators | 390,000 tested, 0.24% active | AID 1347120, 2019;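 note: potency is the fitted concentration of half-maximal effect; plate controls were DMSO vehicle for no effect and reference control for full effect; nearly all actives have a fitted effect of over 55% in size; some results filed as inactive show a strong effect at the top dose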
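Restored growth of FUS-toxic S. cerevisiae, read as 600 nm absorbance after 24 h at 30C in galactose medium (starting OD 0.005). Controls CP55940 and DMSO.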
Abeta rescue – qHTS for compounds that reverse cellular toxicity of Amyloid beta (A-beta) peptide in yeast: Primary Screen; 410,000 tested, 0.063% active; yeast expressing A-beta42, growth rescue, OD600, 48 h; response scale: 0% DMSO, 100% iron-clioquinol control; Potency, µM (doses to about 46.1 µM), without a hit: at the highest dose growth rescue, actives largely listed as activators; note: potency is the fitted concentration of half-maximal effect; nearly all actives have a fitted effect of over 55% in size
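Growth rescue measured by 600 nm absorbance after 48 h yeast culture at 30 C with compound. Values normalized between DMSO and an equimolar ferric chloride plus clioquinol control.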
HEK293 tox – qHTS of GLP-1 Receptor Inverse Agonists: Cytotox Screen. Potency, µM (highest dose often 38.3 µM), for the others: at the highest dose activity change, negative = inhibition, actives largely listed as inhibitors. 410,000 tested, 0.13% active. HEK293 cAMP-luciferase reporter cells, luminescence, 24 h. AID 624418, 2012;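 note: loss of luciferase light is scored as toxicity; potency is the fitted concentration of half-maximal effect; % is set by controls: 0 for no effect and ±100 for the full control effect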
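Seeding density was 200 cells/uL; after overnight-length (12 h) culture, 23 nL compounds went on for 24 h at 37 °C. Readout used a luciferase detection reagent, luminescence taken after 12 min at room temperature.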
Akt phos inh – HTS Assay for Inhibitors of Akt Phophorylation: Primary Screen. AID 651550, 2012. activity change, % for hits at 50 µM. 360,000 tested, 0.32% active. Neuro2A IGF-stimulated pAkt S473 HTRF, 20 min; active compounds read low; in the data active = activity change below about -80%; inconclusive = mostly about -51% to -80%; note: % is set by controls: 0 for no effect and ±100 for the full control effect
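Neuro2A cells in DMEM with 0.5% FBS, overnight at 37 deg C, given compound at single 50 µM final, then IGF (6 nM final) for 20 min at 37 deg C. Lysed; phospho-Akt Ser473 by HTRF after 24 h, 665/615 ratio.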
GLP1R inv ag – qHTS of GLP-1 Receptor Inverse Agonists (Inhibition Mode); HEK293 GLP-1R CRE-luciferase, luminescence, 24 h; GLP-1R form is constitutively active; 410,000 tested, 1.6% active; Glucagon-like peptide 1 receptor (Homo sapiens), P43220; Potency, µM (titrated, usually from 38.3 µM), inactives show at the top dose activity change, negative = inhibition, actives largely listed as inhibitors; note: potency is the fitted concentration of half-maximal effect; % is set by controls: 0 for no effect and ±100 for the full control effect; nearly all actives have a fitted effect of over 55% in size
Target sequence (P43220 whole entry, looked up): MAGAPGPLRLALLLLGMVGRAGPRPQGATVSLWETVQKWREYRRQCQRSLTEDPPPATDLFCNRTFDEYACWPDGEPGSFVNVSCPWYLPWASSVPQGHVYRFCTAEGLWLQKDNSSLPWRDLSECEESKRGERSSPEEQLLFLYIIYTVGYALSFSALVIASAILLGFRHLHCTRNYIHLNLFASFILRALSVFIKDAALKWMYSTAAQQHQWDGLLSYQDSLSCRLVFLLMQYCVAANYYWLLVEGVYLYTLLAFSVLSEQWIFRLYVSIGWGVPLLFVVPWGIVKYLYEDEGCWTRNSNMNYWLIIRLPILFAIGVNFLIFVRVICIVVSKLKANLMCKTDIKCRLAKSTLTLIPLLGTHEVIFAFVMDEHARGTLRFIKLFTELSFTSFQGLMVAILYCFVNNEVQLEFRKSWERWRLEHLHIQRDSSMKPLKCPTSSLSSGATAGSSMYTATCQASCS
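Readout was luciferase luminescence, measured 12 min after detection reagent at room temperature. Beforehand, GLP-1R reporter HEK293 cells had sat 12 h, then received compounds for 24 hr at 37 deg C.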
TDP-43 yeast inh – qHTS of TDP-43 Inhibitors | 410,000 tested, 1.8% active | Potency, µM (series often up to 46.1 µM), for inactives: at the top dose growth rescue (activation), usual class: activators | TDP-43 expressing yeast growth rescue, BacTiter-Glo, 24 h; note: potency is the fitted concentration of half-maximal effect; % of control where 0% means no effect; nearly all actives have a fitted effect of over 50% in size
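Luminescence from BacTiter-Glo reports growth of TDP-43-expressing yeast after 24 hr at 30 deg C with compound. Cells were raffinose-pregrown to mid-log, then seeded in galactose medium at OD600=0.02.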
Mm-Cpn inhibitor – Inhibitors of TCP-1 ring complex (TRiC) of Methanococcus maripaludis (MmCpn): qHTS; 330,000 tested, 0.031% active; AID 504842, 2011; purified Mm-Cpn ATPase, ADP Transcreener TR-FRET; Potency, µM (doses to about 76.9 µM), for inactives: at the highest dose activity, negative = inhibition, hits mostly inhibitors; note: potency is the fitted concentration of half-maximal effect; % is set by controls: 0 for no effect and ±100 for the full control effect; nearly all actives have a fitted effect of over 80% in size
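Eu-cryptate anti-ADP/ADP-d2 competition gives a ratio inversely related to ADP. Enzyme at 25 nM was pre-exposed to compound for 10 min, then given 10 uM ATP for 30 min, 37°C throughout.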
PTHR1 agonist – qHTS for PTHR1 Agonists: Primary Screen | HEK293 GP2 PTHR1 cells, GloSensor cAMP luminescence, 1 h | 410,000 tested, 0.075% active | Potency, µM (titrated, usually from 115 µM), without a hit: at the top dose activation, actives largely listed as activators | Parathyroid hormone/parathyroid hormone-related peptide receptor (Homo sapiens), Q03431; note: potency is the fitted concentration of half-maximal effect; nearly all actives have a fitted effect of over 55% in size; some results filed as inactive show a strong effect at the top dose; inactives centre near -15; many of its hits are not listed in these tables
Target sequence (Q03431 whole entry, looked up): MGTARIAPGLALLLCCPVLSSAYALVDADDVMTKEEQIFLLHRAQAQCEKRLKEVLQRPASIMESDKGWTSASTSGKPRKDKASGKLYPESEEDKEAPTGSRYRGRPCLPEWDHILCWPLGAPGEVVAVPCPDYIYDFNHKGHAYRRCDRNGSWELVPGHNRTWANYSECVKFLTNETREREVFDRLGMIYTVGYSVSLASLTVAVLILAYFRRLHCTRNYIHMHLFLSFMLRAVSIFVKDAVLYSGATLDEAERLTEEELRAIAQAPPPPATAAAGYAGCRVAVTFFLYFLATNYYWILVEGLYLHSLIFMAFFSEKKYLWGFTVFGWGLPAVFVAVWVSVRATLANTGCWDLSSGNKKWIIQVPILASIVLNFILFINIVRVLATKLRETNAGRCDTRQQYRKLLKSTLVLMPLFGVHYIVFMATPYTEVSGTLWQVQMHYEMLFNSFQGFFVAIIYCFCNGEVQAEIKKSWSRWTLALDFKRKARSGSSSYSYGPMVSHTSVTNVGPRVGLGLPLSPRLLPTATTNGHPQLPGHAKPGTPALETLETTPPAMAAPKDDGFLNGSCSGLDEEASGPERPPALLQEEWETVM
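HEK-293-derived GP2 cells expressing PTHR1 and a GloSensor cAMP reporter, 3,000/well, plated overnight, given luciferin plus IBMX (each 0.5 mM as added) for 1 h at 37 °C, then compound for 1 h at 37 °C. Luminescence was read after 15 min at room temperature.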
Numbers without * were called inactive; i = inactive; u = inconclusive; x = not tested or not shown; & = joins results of further samples; [ ] = remark or other dose. Unless noted, calls come from the whole dose curve; as a rule, active = well fitted curve in the direction sought with a large enough effect; inconclusive = small, poorly fitted or top-dose-only effect, or another doubt; inactive = no such curve, though single readings can be large; an effect the other way counts as inactive or inconclusive. Not all compounds are listed; rates above refer to the full screens.

Order of results: aSyn rescue, FUS suppressor, Abeta rescue, HEK293 tox, Akt phos inh, GLP1R inv ag, TDP-43 yeast inh, Mm-Cpn inhibitor, PTHR1 agonist
1. Cc1ccc(-c2nnc(Nc3ccc(C(N)=O)cc3)c3ccccc23)cc1S(N)(=O)=O
    x, 7%, -16%, 0%, x, 2%, 6%, x, i
2. C/C(Cn1cnc([N+](=O)[O-])n1)=N\NC(=O)c1ccccc1F
    2%, -9%, 10%, -12%, i, 9%, 11%, x, i
3. CCc1ccc(C(=O)N2CCN(c3ccc(F)cc3)CC2)s1
    9%, 32%, -24%, -10%, i, -24%, 5%, 1%, i
4. O=C(CN1CCCCCC1)NCC1CCCO1 (stereo not drawn)
    -13%, -37%, 1%, 8%, i, -10%, 12%, 1%, -5%
5. CC(C)n1c(=S)[nH]c2ccccc21
    8%, 7%, 10%, 7%, i, 1%, 5%, -1%, i
6. CN(C)c1ccc(/C=N/O)cc1
    -3%, -16%, -18%, -5%, i, -9%, -17%, 0%, i
7. O=C(CNC(=O)c1cccs1)Nc1ncccc1O
    -1%, -13%, 7%, -7%, i, 6%, 6%, 0%, i
8. Cc1ccccc1N(CC(=O)N1CCOCC1)S(C)(=O)=O
    -1%, 6%, 1%, 13%, i, 2%, -12%, 1%, -4%
9. O=C(NCc1cccs1)C1CCC(=O)N1C1CCCCC1 (stereo not drawn)
    18%, 23%, 20%, 8%, x, 2%, -14%, -3%, -45%[inhibitor][57.5 µM]
10. COC(=O)C1CCN(S(=O)(=O)CCNC(=O)c2ccccc2)CC1
    0%, -19%, 3%, 3%, i, 6%, 29%, x, i
11. COCCNC(=O)C1CCCN(c2ncccn2)C1 (stereo not drawn)
    -2%, 16%, -8%, 4%, i, 0%, -13%, 2%, i
12. COc1ccc(CN2CCN(c3ccccc3OC)CC2)cc1OC
    -5%, -36%, 13%, 13%, i, -6%, 2%, 0%, -87%[inhibitor]
13. CC(Oc1ccc(F)cc1)C(=O)Nc1ccccc1C(=O)N1CCCCC1 (stereo not drawn)
    8%, -12%, 19%, 0%, i, -15%, 17%, -1%, -31%[inhibitor]
14. C=CCOc1c(CNn2cn[nH]c2=S)cccc1OC
    1%, 8%, 3%, 8%, i, 38%[activator], 8%, -1%, i
15. Cc1cc(=O)oc2cc(OCC(=O)OCC(=O)Nc3ccccc3F)ccc12
    0%, 29%, -12%, -3%[7.66 µM], i, 16%[7.66 µM], -27%[9.22 µM], u, u
16. Cc1cc(OC(=O)c2ccco2)c(Sc2ccccc2[N+](=O)[O-])c(=O)o1
    -6%, 9%, -2%, -8%, i, -12%, -1%, 0%, i
17. CCOC(=O)c1cc(CC)sc1NC(=O)COC(=O)c1cc[n+]([O-])cc1
    5%, 29%, 4%, -14%, i, 48%[activator], -13%[0.397 µM], 1%, i
18. O=C(CN(Cc1ccc(Cl)cc1)C(=O)CNS(=O)(=O)c1ccc(F)cc1)NCC1CCCO1 (stereo not drawn)
    -6%, 9%, 7%, -11%, i, -11%, -3%, 2%, -3%
19. Cc1ccc2nc(NC(=O)CSc3ncc(C(=O)Nc4ccccc4)c(=O)n3C)sc2c1
    x, -17%, 11%, -11%, x, 6%, 0%, x, -22%
20. COc1ccc(-n2c(/C=C/c3cccc4ccccc34)nc3ccccc3c2=O)cc1OC
    x, -6%, -6%, -7%, x, u, 0%, x, -9%
21. O=C(OCc1ccccc1)C1=NNC2C(=O)N(Cc3ccccc3)C(=O)C12 (stereo not drawn)
    2%, 11%, -3%, 0%, i, 33%[activator], -10%[0.397 µM], -3%, i
22. COc1ccc(OCc2ccc(-c3nc(C#N)c(NCc4ccc(F)cc4)o3)o2)cc1
    x, 4%, 10%, -8%, x, u, 0%, x, i
23. COc1cc(NC(=O)CN2C(=O)CN(C)C(=O)c3ccccc32)cc(OC)c1OC
    x, 7%, -6%, -5%, x, 6%, -2%, x, -19%
24. COc1ccccc1-c1c(C)nn2c(N3CCC4(CC3)OCCO4)cc(C)nc12
    7%, 2%, -12%, -12%, x, 13%, 21%, 1%, i
25. Cc1cc(Cl)c2oc(C(=O)N(C)C3CCOC3)c(C)c2c1 (stereo not drawn)
    18%, 24%, -23%, 2%, i, 39%[activator], 18%, 1%, -6%
26. O=C(CCCC(=O)N(CC(=O)NC1CCCCC1)c1ccccc1F)Nc1ccccn1
    -4%, 21%, 12%, -3%, i, 4%, -17%, 1%, i
27. CC(=O)/C(N=Nc1ccc(SC(F)F)cc1)=C(\C)O
    0%, -34%, u, 3%, i, -4%, 6%, 6%, -26%
28. Cc1ccc(C(=O)N/N=C\c2cc3c(cc2Br)OCO3)s1
    -9%, 23%, -4%, 2%, i, 4%, -11%, 0%, i
29. Cn1c(N)c(S(=O)(=O)N2CCN(c3ccccc3F)CC2)c(=O)n(C)c1=O
    -2%, x, -7%, -2%, i, 10%, -16%, -1%, 12%
30. C=CCOc1c(Br)cc(/C=N/O)cc1OCC
    -2%, x, -6%, 8%, i, u, u, -2%, -19%
31. C=CCn1c(SCC(=O)Nc2ccc(-c3nc4ccc(C)cc4s3)cc2)nnc1-c1ccncc1
    0%, 11%, 6%, 62%[activator], i, 4%, -6%, -30%, i
32. Cc1ccc(S(=O)(=O)NCCc2ccc(S(N)(=O)=O)cc2)cc1
    x, 25%, 11%, -12%, x, 18%, -13%, 1%, -19%
33. CCc1ccc(NC(=O)CN2C(=O)C3(SCC(=O)N3c3ccccc3)c3ccccc32)cc1 (stereo not drawn)
    -6%, 24%, -15%, 2%, x, u, 8%, x, -41%
34. COc1cccc(CNS(=O)(=O)c2ccc3c(c2)CC(C)N3C(=O)C2CCC2)c1 (stereo not drawn)
    12%, 2%&13%, 12%&-10%, 4%&-1%, i, -22%&-23%, u, -18%, -19%&-6%
35. Cc1ccc(S(=O)(=O)N2CCC(Oc3ccc(-n4cnnn4)cc3)CC2)cc1
    0%, -29%&0%, -3%&-9%, -3%&-3%, x, -2%&3%, 1%&22%, 2%, -10%
36. COc1ccc(CNc2oc(-c3ccccc3)nc2C#N)cc1
    u, -7%, 26%, 2%, i, 71%[activator], 23%, -4%, i
37. CCOc1ccccc1NC(=O)N1CCN(Cc2cc(=O)n3nc(-c4ccc(C)cc4)sc3n2)CC1
    x, 5%, -6%, 5%, x, 12%, 6%, x, i
38. COc1ccc(OC)c(-n2nnnc2SCC(=O)NCc2ccc3c(c2)OCO3)c1
    2%, 19%, -2%, -12%, u, -20%, -12%, 1%, -1%[57.5 µM]
39. Cc1ccccc1Nc1sc(C(=O)Nc2cccc(Cl)c2)c(N)c1C(N)=O
    0%, 19%, -1%, 10%, i, -25%, 9%, 1%, i
40. O=C(CSc1nnc(Nc2ccccc2)s1)NCc1cccs1
    -1%, -11%, 8%, -18%, i, 14%, -5%, 0%, i
41. CCc1ccccc1NC(=O)Cn1c(=O)n(Cc2ccccc2)c(=O)c2c(C)c(C(=O)N(C)C)sc21
    x, 11%, 8%, -2%, x, 13%, 0%, x, -11%
42. Cc1cccc(CS(=O)(=O)CC2Nc3ccc(C(=O)NCc4ccccc4Cl)cc3NC2=O)c1 (stereo not drawn)
    x, 22%, -7%, -14%, x, -22%, -19%, x, -20%
43. COc1ccc(C(=O)C(Sc2nnc(C)c(=O)[nH]2)c2ccc(OC)cc2)cc1 (stereo not drawn)
    1%, 6%, -7%, -6%, i, -14%, -6%, 0%, -11%
44. COc1ccc(C2=NC(=O)NC2c2ccc(OC)cc2)cc1 (stereo not drawn)
    -1%, -6%, 4%, -18%, i, 19%, 21%, -3%, i
45. COc1ccc(-n2ncc3c(N4CCN(Cc5ccccc5)CC4)ncnc32)cc1
    3%, 12%, -23%, u, i, u, -16%[0.397 µM], -8%, -36%
46. Cc1c(C(=O)Nc2ccc(S(=O)(=O)Nc3ncccn3)cc2)oc2ccccc12
    -12%, -9%, -6%, -15%, i, 13%, 11%, -3%, -8%
47. COc1ccc(-n2nc3c(c2NC(=O)COc2ccccc2)CS(=O)(=O)C3)cc1
    -3%, 11%, -4%, -5%, i, 31%[activator], 2%, 1%, i
48. CC(=O)Nc1c(C(=O)c2ccc(F)cc2)oc2ccccc12
    4%, -1%, -3%, -20%, i, 49%[activator], 0%, 0%, i
49. CCN(CC)CCN1C2=C(C(=O)CC(C)(C)C2)C(c2cccc(F)c2)C2=C1CC(C)(C)CC2=O
    -3%, 18%, -13%, 43%[activator], i, 8%, -14%, 2%, u

Part of the list above in another layout:
47: COc1ccc(-n2nc3c(c2NC(=O)COc2ccccc2)CS(=O)(=O)C3)cc1
48: CC(=O)Nc1c(C(=O)c2ccc(F)cc2)oc2ccccc12

| compound no. | 47 | 48 |
| --- | --- | --- |
| aSyn rescue | -3% | 4% |
| FUS suppressor | 11% | -1% |
| Abeta rescue | -4% | -3% |
| HEK293 tox | -5% | -20% |
| Akt phos inh | i | i |
| GLP1R inv ag | 31%[activator] | 49%[activator] |
| TDP-43 yeast inh | 2% | 0% |
| Mm-Cpn inhibitor | 1% | 0% |
| PTHR1 agonist | i | i |
